Yeast_eIF2B: eIF2B (yeast) activity modulation; S. cerevisiae eIF2B-epsilon R284H, GCN4-lacZ luminescence; inhibition, % at 25 µM (by protocol); 27,000 tested, 0.91% active; AID 688;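 active means mutant luminescence inhibited past about 50% while wild type luminescence and mutant growth stay under set limits, limit read from the data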; further: some compounds called inactive have numbers as strong as hits
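Times: 16 h growth with compound at 30 °C, 90 min Beta-Glo step; Assay system: yeast eIF2B-epsilon R284H mutant carrying GCN4–beta-galactosidase fusion; Measure: % inhibition of reporter signal and growth versus controls; Dosing: one concentration, 25 µM, 0.25% DMSO; Buffer or medium: YPD yeast growth medium; Measured by: Beta-Glo luminescence plus absorbance at 595 nm.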
Yeast_growth_tox: Inhibits yeast growth, turbidity readout | S. cerevisiae wild-type growth, A595 turbidity, 16 h | growth inhibition, % at 25 µM (by protocol) | 30,000 tested, 0.3% active;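 active means mutant and wild-type yeast strains alike exhibit over 30% growth inhibition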;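 further: 0% = untreated cell controls and 100% = YPD media blanks without cells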
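Test system: Wild-type and eIF2Bepsilon-R284H mutant S. cerevisiae, screened separately | Dosing: Single 25 µM compound dose in 0.2% DMSO | Schedule: 16 h compound exposure during growth at 30 °C | Detection: A595 turbidity | Evaluation: Growth inhibition (%) versus cell controls and blanks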
Yeast_growth_tox_inhibition_%: further read-out of Yeast_growth_tox, marked with its call; growth inhibition, %; S. cerevisiae eIF2Bepsilon-R284H mutant growth, A595 turbidity, 16 h;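 each compound tested once at 25 µM; 0% equals untreated cells and 100% equals cell-free medium blanks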
Yeast_eIF2B_mutant_toxicity: second read-out of Yeast_eIF2B, no call of its own (marks repeat the call); growth inhibition, %; measured here: mutant yeast growth, toxicity;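 each compound tested once at 25 µM; zero equals untreated control growth and 100 equals blank medium absorbance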
The depositor's hits bear a star.

SMILES Yeast_eIF2B Yeast_eIF2B_mutant_toxicity Yeast_growth_tox Yeast_growth_tox_inhibition_%
COc1cc(C(=O)NCCCCCC(=O)O)cc(OC)c1OC 21 3 7 3

High-throughput results from PubChem.

Only part of the results is shown (hit frequency here may not be typical).
